SENP8 block: SENP8 (human) protease inhibition; inhibition, % at 20 µM; 0.64% of 360,000 active; recombinant SENP8, Nedd8 substrate fluorescence; Q96LD8; in the data active = inhibition mostly above about 40%, no sharp cut-off; inactive = mostly below about 27%
Target sequence (Q96LD8 whole entry, looked up): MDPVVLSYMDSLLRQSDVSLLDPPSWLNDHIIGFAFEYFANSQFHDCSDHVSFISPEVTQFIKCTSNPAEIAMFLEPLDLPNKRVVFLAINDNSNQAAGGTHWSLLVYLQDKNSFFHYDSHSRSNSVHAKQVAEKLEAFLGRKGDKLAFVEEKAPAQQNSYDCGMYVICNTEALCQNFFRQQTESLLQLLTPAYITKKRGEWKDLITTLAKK
SENP1 inh: SENP1 (human) catalytic domain inhibition; Q9P0U3; recombinant SENP1 catalytic domain, CyPet-SUMO1-YPet FRET cleavage; inhibition, % at 10 µM; 0.21% of 360,000 active; AID 624204;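 active = inhibition at least 30% at 10 µM, raw YFP signal under a set limit, fluorescence ratio 0.5 to 1.5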;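 also: 0% = enzyme with DMSO and 100% = no enzyme wells; some results filed as inactive read as strong as hits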
Target sequence (Q9P0U3 419-644 limits assumed): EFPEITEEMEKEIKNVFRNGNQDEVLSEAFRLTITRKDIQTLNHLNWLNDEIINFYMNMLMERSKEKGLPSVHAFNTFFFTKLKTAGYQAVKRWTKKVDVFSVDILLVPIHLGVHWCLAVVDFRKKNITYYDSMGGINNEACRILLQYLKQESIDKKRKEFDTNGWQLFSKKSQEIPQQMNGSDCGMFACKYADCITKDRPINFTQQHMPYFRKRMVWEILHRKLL
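Test system: human SENP1 catalytic domain; medium: Tris pH 8 buffer plus EDTA, NaCl, BME, BSA, NP40, catalase; incubation: 50 min reaction at room temperature; technique: FRET, CFP and YFP emission; controls: no-enzyme low control and enzyme-plus-DMSO high control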
An asterisk follows results filed as active; i = inactive. Not all compounds are listed; rates above refer to the full screens.

The opening seven records, ahead of the listing:
SMILES	SENP8 block	SENP1 inh
COc1ccc([C@@H]2CC(=O)[C@@H]3CN(S(=O)(=O)c4ccc(C)cc4)[C@H](c4ccccc4)C[C@@H]3N2S(=O)(=O)c2ccccc2)cc1	16.4	0.5
CN1CCN(C2CN(Cc3cn(Cc4ccc(F)cc4)nn3)S(=O)(=O)C2)CC1 (stereo not drawn)	10.2	-0.4
O=C(Nc1ccc(F)c(Cl)c1)c1cc(C2CCCCN2C(=O)c2ccc(Cl)cc2)on1 (stereo not drawn)	11.8	2.9
COC1=CC(=O)OC(c2ccc(C#N)cc2)C1 (stereo not drawn)	15.2	1.1
CCCOc1ccc(F)cc1-c1cc(C(=O)NCCOC)[nH]n1	-0.8	2.2
COc1ccc(CC(N)c2csc(Nc3ccc(C(C)=O)cc3)n2)cc1 (stereo not drawn)	i	-9.7
CCOC(=O)[C@]12CCC=C1N(Cc1ccc(Cl)cc1Cl)C(=O)[C@H](CC(=O)NCCCN1CCCC1=O)C2	14.3	1.3

This part in full, from the first entry:
SMILES	SENP8 block	SENP1 inh
COc1ccc([C@@H]2CC(=O)[C@@H]3CN(S(=O)(=O)c4ccc(C)cc4)[C@H](c4ccccc4)C[C@@H]3N2S(=O)(=O)c2ccccc2)cc1	16.4	0.5
CN1CCN(C2CN(Cc3cn(Cc4ccc(F)cc4)nn3)S(=O)(=O)C2)CC1 (stereo not drawn)	10.2	-0.4
O=C(Nc1ccc(F)c(Cl)c1)c1cc(C2CCCCN2C(=O)c2ccc(Cl)cc2)on1 (stereo not drawn)	11.8	2.9
COC1=CC(=O)OC(c2ccc(C#N)cc2)C1 (stereo not drawn)	15.2	1.1
CCCOc1ccc(F)cc1-c1cc(C(=O)NCCOC)[nH]n1	-0.8	2.2
COc1ccc(CC(N)c2csc(Nc3ccc(C(C)=O)cc3)n2)cc1 (stereo not drawn)	i	-9.7
CCOC(=O)[C@]12CCC=C1N(Cc1ccc(Cl)cc1Cl)C(=O)[C@H](CC(=O)NCCCN1CCCC1=O)C2	14.3	1.3
COCCN1C[C@@H](CO)O[C@@H](n2cnc3c(NCCN(C)C)ncnc32)C1	16.1	-0.3
CC(C)(C)n1nnnc1C(CCc1ccccc1)N1CCN(C/C=C/c2ccccc2)CC1 (stereo not drawn)	9.2	-0.5
CC(C)(C)NC(=O)C(c1ccc(-c2ccccc2)cc1)n1c(=O)c(-c2ccco2)nc2ccccc21 (stereo not drawn)	-401.9	-69.8
O=C(NCc1ccccc1)C(C1CC1)n1c(CSCCOc2ccccc2)nc2ccccc21 (stereo not drawn)	2.6	-2.6
O=C(NC1CCCC1)C1c2ccccc2OCC(=O)N1Cc1ccco1 (stereo not drawn)	9.1	-0.4
CCc1nc2ccc(C(=O)NCCc3c[nH]c4ccccc34)cn2c1N(C=O)CCC(C)C	-65.6	1.1
O=C(Nc1ccc(F)cc1)C(CCc1ccccc1)N1CCN(C(=O)c2ccco2)CC1 (stereo not drawn)	19.2	0.3
CNc1cc(-c2ccc(CC#N)cc2)ncn1	-104.2	1.1
O=C(NCC1CCCCC1)c1ccc2sc([C@H]3C[C@H](O)[C@@H](CO)O3)nc2c1	8.8	-2.2
CN(C)C(=O)C[C@@H]1CC[C@@H](NC(=O)C2CCC2)[C@@H](CO)O1	16.6	1.3
CCCCNC(=O)C1(C)CCN1Cc1cccc2c(OC)cc(C(=O)OCC)cc12 (stereo not drawn)	-14.9	0.3
CCC(=O)N1Cc2cc(C(=O)NCc3cccc(F)c3)nc(-c3cccc(C4=CCCC4)c3)c2[C@H]1CCO	18.4	-4.4
O=C1NC[C@H](CCCCN2C[C@H](Cc3ccccc3)N(CC3CCCCC3)C(=O)C2=O)N(CCC2CCCCC2)C1=O	7.0	-1.0
CCCNC(=O)C1(C)CCCN(C(=O)c2ccc3snnc3c2)C1 (stereo not drawn)	8.7	2.9
CCNC(=S)Nc1ccc2c(c1)c(=O)n(C)n2Cc1ccc(Cl)cc1	-499.7	-0.1
COCCCNC(=O)c1csc([C@@H]2C[C@H](O)[C@@H](CO)O2)n1	11.6	-1.3
CCOC(=O)[C@]12CCC=C1N(Cc1cccc3ccccc13)C(=O)[C@H](CC(=O)NCc1cccc(C(F)(F)F)c1)C2	9.2	-3.6
O=C(NC1CC1)c1ccc2sc([C@H]3C[C@H](O)[C@@H](CO)O3)nc2c1	13.1	0.9

Next part
SMILES	SENP8 block	SENP1 inh
O=C(O)CCC1C(=O)NC(=O)CC1c1ccccc1 (stereo not drawn)	17.6	2.0
Cc1ccc(C)c(N2CCN(C(c3ccccc3)c3nnnn3C(C)(C)C)CC2)c1 (stereo not drawn)	14.4	3.0
COCCN1C(=O)c2ccccc2C1c1nnnn1Cc1ccccc1 (stereo not drawn)	29.9	-0.4
CCc1nc2c(OCc3cccc(OC)c3)cccn2c1N(C)C(=O)c1ccccc1F	10.2	-5.3
CCCOc1ccc(F)cc1-c1cc(C(=O)NCc2ccc(C(F)(F)F)cc2)[nH]n1	3.8	0.8
Nc1[nH]c(C(=O)c2ccccc2)c(-c2ccc(C(F)(F)F)cc2)c1C(=O)NCc1ccc(Cl)cc1Cl	13.0	-2.1
COC(=O)/C=C1\OCc2cccc(C)c21	15.5	0.7
COc1cc(-c2cnc3c(NC=O)cc(-c4ccccc4)cn23)cc(OC)c1OC	-270.5	-2.9
CCc1nc2c(OCC3COc4ccccc4O3)cccn2c1N(C)C(=O)c1ccc(OC)cc1 (stereo not drawn)	13.5	4.8
Cc1ccc2nc(-c3cccc(Br)c3)c(CC3CCCCC3)n2c1	-22.8	0.5
CCN(C)C1CN(Cc2cn(Cc3cccc(Cl)c3)nn2)S(=O)(=O)C1 (stereo not drawn)	12.7	-0.2
Cc1ccccc1CN1C(=O)CSCC1(C)C(=O)Nc1c(C)cccc1C (stereo not drawn)	7.9	-2.2
COc1ccccc1-c1cnc(C(O)c2cccc(F)c2)[nH]1 (stereo not drawn)	6.2	0.7
Cn1c(=O)c2c(ncn2CC(=O)O)n(C)c1=O	1.9	-1.7
CCOC(=O)C1(C)CCCN(C(=O)c2cc(C)on2)C1 (stereo not drawn)	21.9	0.6
O=C(CC[C@H]1O[C@@H](n2ccc(=O)[nH]c2=O)[C@H](O)[C@@H]1O)N1CCN(c2ccccn2)CC1	11.1	2.6
Cc1cncc(N2CCN(c3ccccn3)CC2)n1	-60.6	-0.1
O=[N+]([O-])c1cnccc1-n1nnc2ccccc21	19.3	-0.1
COc1cc(C(=O)N2CCCCC2c2cc(C(=O)NC(C)C)no2)cc(OC)c1C (stereo not drawn)	17.8	-1.4
OC[C@@H]1CN(Cc2ccncc2)C[C@H](n2cnc3c(N4CCOCC4)ncnc32)O1	5.5	0.1
O=C1NC[C@@H](CCCCN2CCN(Cc3ccccc3)C(=O)C2=O)N(Cc2ccccc2)C1=O	14.4	2.1
FC(F)(F)c1ccccc1-c1ccc2nncn2c1	-42.5	0.1
CC1(C(=O)NCc2ccccc2Br)CCN1C(=O)CCc1ccc(Cl)cc1Cl (stereo not drawn)	13.3	-0.9
CCc1nc2ccc(C(=O)NCCNC(C)=O)cn2c1N(C)Cc1ccc(OC)cc1	1.8	2.3
CCc1nc2c(OCCc3cccc(OC)c3)cccn2c1N(C=O)Cc1ccccc1	-20.7	-11.7

Next results:
SMILES	SENP8 block	SENP1 inh
CC1(C(=O)Nc2ccc3c(c2)OCCO3)CSCC(=O)N1C1CCN(Cc2ccccc2)CC1 (stereo not drawn)	22.2	1.4
CCOC1=C2CN(S(=O)(=O)c3ccc(C)cc3)C(c3cccc(Cl)c3)CC2N(S(=O)(=O)c2ccc(C)cc2)C(c2ccncc2)C1 (stereo not drawn)	-41.3	-5.4
CC(C)Nc1nc(NCCN2CCCC2)c2sc(-c3ccccc3)cc2n1	-228.0	-22.4
CCCS(=O)(=O)NC(=O)C1(C)CCCN(C(=O)c2ccc3c(c2)OCO3)C1 (stereo not drawn)	3.8	0.0
CCc1nc2c(OCc3ccc(F)cc3)cccn2c1N(C)C(=O)CC(C)C	23.9	-0.1
Nc1ncnc2c1ccn2[C@H]1CN(Cc2ccc(Cl)cc2)C[C@@H](CO)O1	3.8	-2.4
COC(=O)C[C@H]1C=C[C@H](NC(=O)Nc2ccccc2OC)[C@@H](CO)O1	20.3	0.3
NC(=O)c1ccc(NCCc2ccco2)cc1	6.2	4.1
CC(C(=O)NCc1ccccc1)n1c(CSCCOc2ccccc2)nc2ccccc21 (stereo not drawn)	11.2	-2.6
O=C(NC(c1ccc(F)cc1)c1ccc2ccccc2n1)C1CCN(CCOc2ccc(Cl)cc2Cl)CC1 (stereo not drawn)	0.9	-4.9
O=C(Cc1cccc2c(=O)cc(-c3ccccc3)oc12)OCCN1CCOCC1	8.1	0.9
CCCCCCCCN1C(=O)[C@H](CC(=O)N2CCN(C(=O)C3CC3)CC2)C[C@@]2(C(=O)OC)CC(C)(C)CC=C12	16.6	1.2
O=C(NC1CCCC1)C1c2ccccc2OCC(=O)N1CCc1ccccc1 (stereo not drawn)	8.1	1.0
Cn1ccc2c(-c3cccc(C=O)c3)cc3c(c21)C1CCC3C1 (stereo not drawn)	-54.0	0.3
Cc1cccc(C)c1NC(=O)C1(C)CSCC(=O)N1Cc1cccc(C(F)(F)F)c1 (stereo not drawn)	3.5	0.9
C[C@H](O)[C@@H]1CN2CCc3c([nH]c4ccccc34)[C@@H]2C[C@@H]1N(C)C(=O)Nc1ccc(Br)cc1	-25.0	-24.8
COCCCNc1ccn2nc(-c3cccc(Cl)c3)cc2n1	-489.0	-2.2
O=C(NCc1ccc(F)cc1)c1cc(C2CCCN(C(=O)c3ccccn3)C2)on1 (stereo not drawn)	13.6	3.0
CCN(CC)c1cc2c(c3c1ccn3C)C1CCC2C1 (stereo not drawn)	25.3	-1.8
C=CCNc1ncnc2c1ncn2[C@H]1CN(Cc2ccc(F)cc2)C[C@@H](CO)O1	16.6	0.3
COc1ccc(-c2csc(C(C)(O)c3cccnc3)n2)cn1 (stereo not drawn)	13.9	-0.8
COc1ccc(C(O)c2nc(-c3ccc4ccccc4c3)cs2)cc1 (stereo not drawn)	4.0	2.1
CC(=O)N1Cc2cc(C(=O)NCC(F)(F)F)nc(-c3cccc(-c4cccnc4)c3)c2[C@H]1CCO	12.7	1.2
O=C(NCc1ccc(F)cc1F)[C@@H]1CCCN1C(=O)[C@@H]1CCCN1C(=O)c1cccs1	17.9	1.0
CCCCNC(=O)C1(C)CCN1C(=O)Cc1ccc(OC)cc1 (stereo not drawn)	18.3	0.0

Profiles as entered above. Order of screens: SENP8 block, SENP1 inh
Entry for `O=C(NC1CCCC1)C1c2ccccc2OCC(=O)N1CCc1ccccc1` (stereo not drawn) → 8.1, 1.0
Entry for `Nc1ncnc2c1ccn2[C@H]1CN(Cc2ccc(Cl)cc2)C[C@@H](CO)O1` → 3.8, -2.4
Entry for `CCCS(=O)(=O)NC(=O)C1(C)CCCN(C(=O)c2ccc3c(c2)OCO3)C1` (stereo not drawn) → 3.8, 0.0

Additional compounds:
SMILES	SENP8 block	SENP1 inh
CCCS(=O)(=O)NC(=O)C1(C)CCCN(C(=O)c2cccs2)C1 (stereo not drawn)	13.1	-1.3
CCCCN1C(=O)C(CC(=O)NCCCN(C)C)CC(C(=O)N(C(C)C)C(C)C)=C1C (stereo not drawn)	5.7	-0.2
COc1ccc(-c2cnc3c(NC(C)=O)cc(-c4cccc(C(=O)NCCO)c4)cn23)cc1OC	-273.2	0.8
CCOC(=O)C1=CCC(c2cccs2)N(S(=O)(=O)c2ccc(C)cc2)C1 (stereo not drawn)	5.2	1.1
CC(C)(C)n1nnnc1C1c2ccccc2C(=O)N1CCc1c[nH]c2ccccc12 (stereo not drawn)	25.5	1.8
CC(C)C[C@H]1CN([C@@H](Cc2ccccc2)CN2CCC[C@H]2CN2C(=O)C(=O)NC[C@@H]2Cc2ccc(O)cc2)C(=O)C(=O)N1CC1CCCCC1	3.5	-1.2
COc1ccc(C(C)(O)c2nc(-c3ccc(OC)c(OC)c3)cs2)cc1 (stereo not drawn)	6.1	-0.2
COC(=O)c1ccc(N2C(c3cc(OC)cc(OC)c3)=Cc3ccc(OC)cc3C2CC(=O)c2ccco2)cc1 (stereo not drawn)	-23.3	-2.2
CCCCN1CC(N(C)CCN(C)C)CS1(=O)=O (stereo not drawn)	5.3	-1.5
O=C(NCc1ccc(Cl)nc1)c1csc([C@@H]2O[C@H](CO)[C@H](O)[C@H](O)[C@H]2O)n1	17.8	4.8
CCc1nc2ccc(C(=O)NCC3CCCCC3)cn2c1N(C)C(=O)c1cccc(OC)c1	5.8	0.8
CCOC1=C2[C@@H](CN(S(=O)(=O)c3ccc(C)cc3)[C@H]2c2cccc3ccccc23)[C@H]2C(=O)N(C3CCCCC3)C(=O)[C@H]2C1	11.7	3.5
O=C(NC1CCCCC1)C1c2ccccc2OCC(=O)N1Cc1ccc2c(c1)OCO2 (stereo not drawn)	5.3	1.3
CSc1ccc(OC2(C)CCN(Cc3ccc4c(c3)OCCO4)C2)cc1 (stereo not drawn)	6.5	0.7
CC(C=CC(O)=C1C(=O)CNC1=O)=C[C@@H](C)C1OC2(C)OC(C(=O)C3O[C@@]32C)C1C (stereo partly drawn)	19.9	4.0
CCCNC(=O)C1(C)CCN(C(=O)c2ccccc2OC(F)(F)F)C1 (stereo not drawn)	-0.8	1.0
COc1ccc(C(O)c2nc(-c3cccs3)cs2)cc1 (stereo not drawn)	2.9	4.1
COc1ccc(CN2C(=O)C(CC(=O)NCCN3CCOCC3)CC(C(=O)N3CCCCCC3)=C2C)cc1 (stereo not drawn)	19.5	-1.3
COc1cc(CC(=O)Nc2c(-c3ccccc3)[nH][nH]c2=O)cc(OC)c1	22.9	1.4
CCCCNC(=O)C1C(c2ccc(OC)cc2)=Nc2ccccc2N1C(=O)c1cccnc1 (stereo not drawn)	-5.7	4.9
Nc1nc2ccc(Cl)cc2cc1C(=O)NCCc1ccc(Cl)cc1Cl	-404.8	-30.6
O=C(NCc1ccccc1)c1cc(C2CCCN(C(=O)C3CC3)C2)on1 (stereo not drawn)	8.0	0.5
CCOC(=O)C1CCCN(C(=O)c2[nH]c(C(F)(F)F)nc2-c2ccccc2)C1 (stereo not drawn)	16.8	0.9

From PubChem
